Screening data as filed in PubChem BioAssay.
Abeta yeast res: A-beta toxicity reversal in yeast; yeast expressing A-beta42, growth rescue, OD600, 48 h; response scale: 0% DMSO, 100% iron-clioquinol control; Potency, µM (doses to about 46.1 µM), for the others: top-dose growth rescue, usual class: activators; hit rate 0.063% among 410,000; further: potency means the concentration at half of the fitted maximal effect; nearly all actives have a fitted effect of over 55% in size
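Yeast growth medium received pinned compounds, then yeast cells expressing toxic A-beta were added; plates incubated at 30 C for 48 hr. Growth read as absorbance at 600 nm, normalized to DMSO and equimolar FeCl3 plus clioquinol controls.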
Nrf2 activator: activators of Nrf2 (ARE) signaling. AREc32 ARE-luciferase reporter (MCF7-derived line), luminescence, 24 h. Potency, µM (series often up to 46.1 µM), without a hit: at the top dose activation, hits mostly activators. hit rate 0.31% among 410,000; further: potency means the concentration at half of the fitted maximal effect; % of control where 0% means no effect; nearly all actives have a fitted effect of over 65% in size
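AREc32_Fluc, 1000 cells/well, OPTI-MEM + 5% FBS, o/n 37 deg C 5% CO2; 23 nL cpd by pin tool, 24 hr; Steady-Glo 30 min RT, luminescence.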
TGFb inhibitor: blocks TGF-b signaling. Potency, µM (top dose mostly 46.1 µM), for inactives: top-dose activity, negative = inhibition, hits mostly inhibitors. AID 588855. HepG2 CAGA-GFP TGF-b/SMAD3 reporter, GFP fluorescence, 18 h; TGF-beta stimulated, 500 pg/mL final. hit rate 1.2% among 410,000; further: potency means the concentration at half of the fitted maximal effect; on the % scale 0 is the no-effect control and ±100 the full control effect; nearly all actives have a fitted effect of over 65% in size
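Inhibition of TGF-beta-driven CAGA-GFP reporter expression in HEPG2 cells is measured by cellular GFP fluorescence after 18 h stimulation with 500 pg/mL recombinant TGF-beta in 1% FBS medium at 37 degrees C.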
CCT chaperon mod: cytosolic chaperonin activity modulation; activity change, % (no concentration beside the values), hits read low; hit rate 0.3% among 360,000; AID 651819; purified chaperonin ATPase assay, HTRF ADP detection, 30 min; in the data active means activity change below about -30%; further: on the % scale 0 is the no-effect control and ±100 the full control effect
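ATPase activity: ADP formed was measured by HTRF Transcreener (665/615 nm ratio) after 30 min at 37 deg C with 10 uM ATP. Compounds screened at one 76 uM concentration against 40 or 20 nM TRiC in Tris pH 7.4/KCl/MgCl2/DTT buffer.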
Mm-Cpn inhibitor: blocks the Methanococcus maripaludis chaperonin Mm-Cpn; purified Mm-Cpn ATPase, ADP Transcreener TR-FRET; Potency, µM (doses to about 76.9 µM), without a hit: at the top dose activity, negative = inhibition, actives largely listed as inhibitors; hit rate 0.031% among 330,000; further: potency means the concentration at half of the fitted maximal effect; on the % scale 0 is the no-effect control and ±100 the full control effect; nearly all actives have a fitted effect of over 80% in size
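ATP (10 uM final) was added to archaeal chaperonin (25 nM final) after 10 min exposure to test compound at 37°C; after 30 min further incubation, ADP was detected by competitive TR-FRET.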
A549 viability: counter-screen for Nrf2 inhibitors: cytotoxicity in A549 cells | A549 ARE-Fluc cells, CellTiter-Fluor viability, 18-24 h | Potency, µM (top dose mostly 46 µM), for the others: at the top dose activity change, negative = cytotoxicity, most hits filed as inhibitors | hit rate 0.16% among 390,000; further: potency means the concentration at half of the fitted maximal effect; on the % scale 0 is the no-effect control and ±100 the full control effect
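Cytotoxicity counterscreen: CellTiter-Fluor fluorescence was measured in A549 ARE_Fluc cells after 18-24 h of compound exposure in a concentration series. The subsequent BugLite luminescent read reports ARE-luciferase activity.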
HepG2 tox: HepG2 cytotoxicity, counter-screen for TGF-b inhibitors | Potency, µM (highest dose often 46.1 µM), for inactives: at the highest dose activity change, negative = cytotoxicity, actives largely listed as cytotoxic | hit rate 0.76% among 410,000 | AID 588856 | HepG2 CAGA-GFP viability, ATP luminescence, 18 h; further: potency means the concentration at half of the fitted maximal effect; some results filed as inactive show a strong effect at the top dose
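CellTiter-Glo luminescence gave cytotoxicity after 18 hours at 37 degrees C. The cells were HepG2 CAGA-GFP in 1% FBS DMEM, stimulated with 500 pg/mL TGF-beta after compound addition. %Activity was normalised to no-cell wells (complete cell-killing) and DMSO (no toxicity), and curves were fitted and classified.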
pAkt inh: blocks phosphorylation of Akt. AID 651550. hit rate 0.32% among 360,000. Neuro2A IGF-stimulated pAkt S473 HTRF, 20 min; stronger effect = lower value. activity change, % for hits at 50 µM; in the data active means activity change below about -80%; inconclusive means mostly about -51% to -80%; further: on the % scale 0 is the no-effect control and ±100 the full control effect
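Neuro2A cells in DMEM with 0.5% FBS, overnight at 37 deg C, given compound at single 50 µM final, then IGF (6 nM final) for 20 min at 37 deg C. Lysed; phospho-Akt Ser473 by HTRF after 24 h, 665/615 ratio.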
Nrf2 inh: blocks Nrf2 signaling | A549 ARE-Fluc reporter, luciferase luminescence, 18-24 h | Potency, µM (highest dose often 46 µM), without a hit: at the top dose activity change, negative = inhibition, usual class: inhibitors | hit rate 2.1% among 360,000 | AID 504444; further: potency means the concentration at half of the fitted maximal effect; on the % scale 0 is the no-effect control and ±100 the full control effect; nearly all actives have a fitted effect of over 60% in size
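Nrf2 activity is the BugLite luminescence, read 15 min after reagent at room temperature, following CellTiter-Fluor cytotoxicity readout (30 min, 37C). Compound titrations were applied for 18-24 h to 5000 A549 ARE_Fluc cells/well in 5% FBS OPTI-MEM.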
Starred values were filed as active, the others as inactive; i = inactive; ? = inconclusive; . = not tested or not shown; & = joins results of further samples; [ ] = another dose, or the depositor's remark. Unless noted, the call rests on the fitted dose curve; in most records, active means well fitted curve in the direction sought with a large enough effect; inconclusive means small, poorly fitted or top-dose-only effect, or another doubt; inactive means no such curve, though single readings can be large; an effect the other way counts as inactive or inconclusive.

Preview, 3 compounds:
Key to letters – A = Abeta yeast res; B = Nrf2 activator; C = TGFb inhibitor; D = CCT chaperon mod; E = Mm-Cpn inhibitor; F = A549 viability; G = HepG2 tox; H = pAkt inh; I = Nrf2 inh
COc1ccc(S(=O)(=O)N/N=C(/C)c2ccncc2)cc1OC
  A: 2%; B: -0.5%; C: -4%; D: -0.5; E: 0%; F: 0%; G: 4%; H: i; I: 0%

CCN(CC(=O)Nc1ccc(N2CCOCC2)cc1)C(=O)Cc1ccccc1
  A: 1%; B: 0.0%; C: 13%; D: 1.4; E: -13%; F: -2%; G: -3%; H: i; I: 4%

CCCCCCNCc1c(F)cccc1Cl
  A: 17%; B: -0.2%; C: -8%; D: -2.3; E: 0%; F: ?; G: -14%; H: i; I: -7%

Main list, from the first entry:
Key to letters – A = Abeta yeast res; B = Nrf2 activator; C = TGFb inhibitor; D = CCT chaperon mod; E = Mm-Cpn inhibitor; F = A549 viability; G = HepG2 tox; H = pAkt inh; I = Nrf2 inh
COc1ccc(S(=O)(=O)N/N=C(/C)c2ccncc2)cc1OC
  A: 2%; B: -0.5%; C: -4%; D: -0.5; E: 0%; F: 0%; G: 4%; H: i; I: 0%

CCN(CC(=O)Nc1ccc(N2CCOCC2)cc1)C(=O)Cc1ccccc1
  A: 1%; B: 0.0%; C: 13%; D: 1.4; E: -13%; F: -2%; G: -3%; H: i; I: 4%

CCCCCCNCc1c(F)cccc1Cl
  A: 17%; B: -0.2%; C: -8%; D: -2.3; E: 0%; F: ?; G: -14%; H: i; I: -7%

COc1ccc(F)cc1-c1cc(C(=O)NCc2ccccc2)[nH]n1
  A: 17%; B: 6.9%; C: -15%; D: -1.1; E: .; F: .; G: -1%; H: i; I: .

COCC(C)NC(=O)c1ccccc1[N+](=O)[O-] (centres undefined)
  A: 8%; B: -0.2%[9.22 µM]; C: -3%; D: 1.4; E: 1%; F: -2%; G: -3%; H: i; I: 11%

O=C(c1ccc2c(c1)OCO2)C1CCCN(Cc2cccc(C(F)(F)F)c2)C1 (centres undefined)
  A: 7%; B: 0.4%; C: ?; D: -0.1; E: -3%; F: -2%; G: -33%; H: i; I: -22%

NCCc1cnc[nH]1
  A: -13%&23%; B: -0.2%&-0.9%; C: -5%&5%; D: -0.3&-4.5; E: 2%; F: 0%&-5%; G: -6%&1%; H: i; I: -11%&-9%

COc1ccc(-n2cc3c(-c4cccc(Br)c4)nnc(C)c3n2)cc1
  A: -12%; B: 6.8%; C: 3%; D: -14; E: -20%; F: 13%; G: -32%; H: i; I: 21%

Cc1ccc(S(=O)(=O)NCC(=O)N(CC(=O)NC2CCCCC2)Cc2ccco2)cc1
  A: -2%[9.22 µM]; B: 1.4%; C: 5%; D: -2.2; E: 4%; F: 14%; G: -21%; H: i; I: .

CS(=O)(=O)Nc1cccc(NC(=O)c2cccc3c(-c4ccc(F)c(F)c4)coc23)c1
  A: -20%; B: -0.4%; C: -37%; D: -1.6; E: .; F: .; G: -21%; H: i; I: .

COc1ccccc1NC(=O)CSc1nnc(C)n1Cc1ccccc1
  A: 12%; B: -0.1%; C: 0%; D: -4.6; E: -2%; F: -2%; G: -5%; H: i; I: 1%

COc1ccc(NC(=O)CN(C)C(=O)c2ccc3c(c2)CC(c2ccccc2)OC3=O)cc1 (centres undefined)
  A: -1%; B: 1.0%; C: 9%; D: -13; E: .; F: .; G: 17%; H: i; I: .

O=C(NNC(=S)NCc1ccc(Cl)cc1)c1ccc2c(c1)OCO2
  A: -12%; B: -0.7%; C: ?; D: -2.5; E: -12%; F: -4%; G: -5%; H: i; I: -10%

Cc1cc(C)cc(C(=O)Nc2cccnc2Cl)c1
  A: 14%; B: -0.7%; C: -21%; D: -0.1; E: 1%; F: -2%; G: -37%; H: i; I: 5%

COc1ccc(-c2coc3cc4oc(=O)c5ccccc5c4cc23)cc1F
  A: 1%; B: -0.4%; C: ?; D: -3.1; E: -5%; F: 0%; G: 19%; H: i; I: 4%

COC(=O)C(NC(C)=O)(Nc1ccc(Br)cc1)C(=O)OC
  A: 6%; B: 0.3%; C: 26%; D: -10; E: 2%; F: 0%; G: -5%; H: i; I: -6%

O=S(=O)(Nc1cccc(CO)c1)c1cccs1
  A: -5%; B: 0.1%; C: 7%; D: 0.6; E: ?; F: -5%; G: 16%; H: i; I: -10%

O=C(NCc1ccc(Cl)cc1)C(=O)NCC(c1ccco1)N1CCOCC1 (centres undefined)
  A: 4%; B: 0.0%; C: 3%; D: 0.8; E: -2%; F: -16%; G: -2%; H: i; I: -8%

CC(=O)Nc1nc(-c2ccccc2)nc(C)c1C(C)=O
  A: 14%; B: 5.5%; C: -4%; D: -2.1; E: 1%; F: -5%; G: 1%; H: i; I: 11%

Cc1cccc(NC(=O)CNC(=O)COc2ccc(C(=O)c3ccc(F)cc3)cc2)c1C
  A: 1%; B: -0.3%; C: -9%; D: 1.9; E: 0%; F: -7%; G: -4%; H: i; I: ?

Cc1ccc(C(=O)NCc2ccc3c(c2)CCO3)cc1C
  A: 5%; B: 0.2%; C: 11%; D: 2.2; E: -5%; F: -16%; G: -6%; H: i; I: 13%

CCOC(=O)c1c(C)n(C)c2ccc(OC)c(NC(=O)c3cccs3)c12
  A: -6%; B: 0.8%; C: -20%; D: 1.4; E: 2%; F: 2%; G: -1%; H: i; I: -14%

CCN1C(=O)[C@H]2[C@@H](c3ccc(C)cc3)N3C(=O)N(c4cccc(Br)c4)C(=O)[C@@]3(C)[C@H]2C1=O
  A: ?; B: 2.0%; C: -4%; D: -0.7; E: .; F: -9%; G: -10%; H: i; I: 8%

CCOC(=O)C1CCN(C(=O)CN2C(=O)C(C(C)C)Oc3ccccc32)CC1 (centres undefined)
  A: -26%; B: 9.7%; C: -16%; D: -6.9; E: -3%; F: 1%; G: -4%; H: i; I: -9%

COc1ccc(C(=O)O/N=C(\N)Cc2cccs2)cc1OC
  A: -3%; B: 15%; C: 0%; D: -1.3; E: -4%; F: ?; G: -3%; H: i; I: -15%

COCc1[nH]nc2c1C1(C(=O)Nc3ccc(F)cc31)C(C#N)=C(N)O2 (centres undefined)
  A: -3%; B: -0.8%; C: -2%; D: 0.0; E: -3%; F: -11%; G: -30%; H: i; I: 4%

COc1ccc(N=C2C(=Nc3ccc(OC)cc3)N(c3ccccc3)C(=S)N2C(=O)c2ccc(Cl)cc2)cc1
  A: 0%; B: -0.6%; C: -12%; D: -0.9; E: -1%; F: -13%; G: -3%; H: .; I: ?

CCOC(=O)c1ccc(NS(=O)(=O)c2cccc3nsnc23)cc1
  A: -26%; B: -0.4%; C: 6%; D: 0.2; E: 1%; F: -2%; G: -3%; H: i; I: .

CN(CC(=O)NC(=O)NCc1ccccc1)CC(=O)Nc1ccc(Cl)c(Cl)c1
  A: 2%; B: 0.2%; C: ?; D: 0.3; E: 0%; F: -9%; G: -23%; H: i; I: ?

O=C(CCc1ccccc1)NCCc1ccc(F)cc1
  A: 8%; B: 4.0%; C: 4%; D: -0.4; E: 0%; F: -2%; G: 3%; H: i; I: 18%

O=C(Cn1cnc2ccccc2c1=O)N(Cc1ccco1)c1ccc(O)cc1
  A: -12%; B: -0.1%; C: 3%; D: -3.0; E: -21%; F: 0%; G: -5%; H: i; I: -6%

Cc1ccccc1-n1ncc2c1CC(C)(C)CC2NC(=O)C1CCC1 (centres undefined)
  A: -10%; B: -2.1%; C: 8%; D: -1.2; E: 1%; F: -1%; G: 0%; H: i; I: 5%

O=C(NC1CCCc2ccccc21)c1ccccn1 (centres undefined)
  A: -7%; B: 0.1%; C: -4%; D: -2.5; E: -3%; F: -1%; G: 0%; H: i; I: -7%

CCn1cc(Cl)c(C(=O)Nc2ccccc2C(N)=O)n1
  A: 11%; B: 3.4%; C: -2%; D: -1.7; E: 2%; F: 5%; G: 5%; H: i; I: ?

COc1ccc(N2CCN(CCNC(=O)Nc3cc(Cl)ccc3OC)CC2)cc1
  A: -4%; B: 0.5%; C: 5%; D: 1.3; E: 0%; F: -9%; G: -17%; H: i; I: -18%

C=C1C2=C(C(=O)N1OC)[C@@H](O)[C@@](C)(O)[C@@H](CCCCC)O2
  A: -7%; B: ?; C: 13µM*; D: -0.5; E: .; F: .; G: -26%; H: i; I: .

CCCCCCCNC(=O)CN1C(=O)CSc2ccc(S(=O)(=O)N3CCOCC3)cc21
  A: -4%; B: -0.5%; C: 8%; D: 0.7; E: 0%; F: -6%; G: -1%; H: i; I: -1%

CCS(=O)(=O)N1CCN=C1SCc1cccnc1
  A: 3%; B: 3.3%; C: -9%; D: -1.4; E: -2%; F: -16%; G: -2%; H: i; I: 2%

CC(C)C(N)c1csc(Nc2nncc3ccccc23)n1 (centres undefined)
  A: -13%; B: 11%; C: ?; D: 1.1; E: .; F: .; G: -25%; H: i; I: .

C[C@@H](c1ccccc1)N1C[C@H](COCc2ccccc2)Oc2cc(N3CC[C@H](O)C3)ccc2S1(=O)=O
  A: -16%; B: -0.2%; C: .; D: -1.1; E: .; F: .; G: .; H: i; I: .

COc1ccccc1-c1nnc(NC(=O)C(C)C)s1
  A: 7%; B: ?; C: -9%; D: -4.7; E: -19%; F: -3%; G: 6%; H: i; I: .

CCOC(=O)[C@@H]1[C@H]2COc3ccc(Br)cc3[C@@H]2N2C(=O)N(c3ccc(Cl)cc3)C(=O)[C@@]12C
  A: -5%; B: -0.6%; C: -3%; D: -2.2; E: 0%; F: -10%; G: 5%; H: i; I: -14%
